NR2F2 inh: inhibitors of human COUP-TFII (NR2F2). inhibition, % at 8.6 µM. HEK293T NGFI-A luciferase reporter, luminescence. 370,000 compounds, 0.7% hits;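 active means inhibition above a per-plate cutoff, mean inhibition of test wells between control levels plus 3 SD, cut at about 38% in these data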;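 further: cells cotransfected with COUP-TFII expression vector driving the NGFI-A reporter; 0% = median of COUP-TF2 test wells and 100% = reporter-only cells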
SRC1 inh: inhibitors of human steroid receptor coactivator 1 (SRC1); inhibition, % at 3.6 µM; 360,000 compounds, 0.12% hits; HEK293 GAL4-SRC1 luciferase reporter, luminescence;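 active means inhibition above the campaign mean plus 3 SD, with each screening campaign given its own cutoff, cut at about 60% in these data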;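 further: 0% = DMSO treated cells and 100% = gossypol at 36 µM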
NOD2 RIPK2 PPI: blocks binding of human NOD2 to RIPK2; O43353; CHO BLA complementation NOD2-RIPK2, CCF4 ratio; inhibition, % at 4.98 µM; 360,000 compounds, 0.38% hits; AID 624267; in the data active means inhibition above about 21%;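 further: 0% = vehicle only and 100% = reference blocker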
MC4R ag barr: agonists of human melanocortin 4 receptor (MC4R) beta-arrestin. U2OS MC4R beta-arrestin complementation, luminescence; percent of melanotan II response, DMSO zero. activation, % at 8.9 µM. 360,000 compounds, 0.98% hits. AID 540308;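 active means activation above a per-plate cutoff, the mean activation of sample wells on that plate plus 3 SD, cut at about 8% in these data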
EBV LMP1 NFkB: inhibitors of Epstein-Barr LMP1-induced NF-kappaB reporter; 350,000 compounds, 0.69% hits; inhibition, % at 12.5 µM; LMP1-induced NF-kappaB luciferase reporter cells, luminescence; AID 504558; in the data active means inhibition above about 41%;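 further: 0% = neutral control wells and 100% = reference inhibitor control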
MC4R antagonist: antagonists of human melanocortin 4 receptor (MC4R); MC4R-expressing cells, MTII-stimulated cAMP, LANCE TR-FRET; inhibition, % at 6.5 µM; 360,000 compounds, 0.48% hits; AID 540295;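 active means inhibition above its plate's cutoff, the mean of tested wells on that plate plus 3 SD, cut at about 29% in these data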;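 further: 0% = Melanotan II alone and 100% = Melanotan II plus saturating MCL0020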
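System: U2OS cells stably expressing human melanocortin 4 receptor (MC4R). Reagent: Melanotan II challenge after compound preincubation. Doses: 6.5 µM. Times: 30-min compound, 1-h challenge, 1-h detection, room temperature. Measured by: TR-FRET with Eu-cAMP and labeled anti-cAMP, 671 nm. Replicates: singlicate.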
NCOA3 inh: human NCOA3 inhibition. Q9Y6Q9. HEK293 GAL4-SRC3 luciferase reporter, luminescence. inhibition, % at 3.6 µM. 360,000 compounds, 0.17% hits. AID 588352;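 active means inhibition above a per-campaign cutoff, the mean of all compounds plus 3 SD, cut at about 60% in these data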;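 further: 0% = DMSO-treated cells and 100% = gossypol-treated cells at 36 µM; higher means less SRC3-driven luciferase light from the GAL4 reporter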
Target sequence (Q9Y6Q9 whole entry, looked up, the tested form may be a part): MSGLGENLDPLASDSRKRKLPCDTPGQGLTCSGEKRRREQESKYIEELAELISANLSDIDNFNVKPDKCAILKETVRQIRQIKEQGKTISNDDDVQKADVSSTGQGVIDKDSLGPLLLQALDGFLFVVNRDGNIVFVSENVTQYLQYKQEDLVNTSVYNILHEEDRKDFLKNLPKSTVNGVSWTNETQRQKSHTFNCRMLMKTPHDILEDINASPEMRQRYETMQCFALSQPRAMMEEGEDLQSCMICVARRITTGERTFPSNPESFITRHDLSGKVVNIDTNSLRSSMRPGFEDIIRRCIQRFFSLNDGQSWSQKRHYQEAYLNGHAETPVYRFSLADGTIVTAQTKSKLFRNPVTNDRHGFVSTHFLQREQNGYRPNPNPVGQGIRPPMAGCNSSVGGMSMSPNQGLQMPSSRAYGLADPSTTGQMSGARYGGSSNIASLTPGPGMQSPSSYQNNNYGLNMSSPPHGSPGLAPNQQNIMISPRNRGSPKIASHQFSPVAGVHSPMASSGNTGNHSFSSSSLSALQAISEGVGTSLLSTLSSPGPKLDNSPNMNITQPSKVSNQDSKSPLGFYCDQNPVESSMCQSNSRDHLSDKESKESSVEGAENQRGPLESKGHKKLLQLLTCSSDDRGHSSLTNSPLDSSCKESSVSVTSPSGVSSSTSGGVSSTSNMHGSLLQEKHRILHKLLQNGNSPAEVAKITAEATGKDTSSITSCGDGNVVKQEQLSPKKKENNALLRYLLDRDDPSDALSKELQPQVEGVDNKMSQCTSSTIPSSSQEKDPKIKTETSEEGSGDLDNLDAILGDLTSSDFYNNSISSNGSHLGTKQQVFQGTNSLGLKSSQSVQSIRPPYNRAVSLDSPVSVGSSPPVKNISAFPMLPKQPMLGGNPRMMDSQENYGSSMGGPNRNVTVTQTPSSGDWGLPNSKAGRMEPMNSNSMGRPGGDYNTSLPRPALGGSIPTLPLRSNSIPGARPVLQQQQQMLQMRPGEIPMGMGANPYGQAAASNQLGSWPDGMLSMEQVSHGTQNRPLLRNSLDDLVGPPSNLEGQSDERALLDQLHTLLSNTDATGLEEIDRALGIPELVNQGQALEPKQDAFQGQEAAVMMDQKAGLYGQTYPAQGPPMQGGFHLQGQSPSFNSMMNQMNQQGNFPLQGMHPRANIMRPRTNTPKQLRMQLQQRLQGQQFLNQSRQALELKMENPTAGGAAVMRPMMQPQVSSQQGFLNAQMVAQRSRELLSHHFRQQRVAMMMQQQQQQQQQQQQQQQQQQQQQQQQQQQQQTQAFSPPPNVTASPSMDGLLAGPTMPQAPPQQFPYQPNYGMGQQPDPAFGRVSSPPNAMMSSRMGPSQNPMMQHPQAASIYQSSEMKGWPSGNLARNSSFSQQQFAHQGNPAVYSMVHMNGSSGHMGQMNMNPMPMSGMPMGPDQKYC
ABHD5 PLIN5 PPI: ABHD5-PLIN5 protein interaction inhibition. Split G. princeps luciferase complementation, luminescence, 4 h. inhibition, % at 4 µM. 360,000 compounds, 0.78% hits. Q00G26+Q8WTS1;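 active means inhibition above the mean inhibition across every tested compound plus 3 SD, cut at about 22% in these data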;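 further: 0% = DMSO only wells and the 100% control is not disclosed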
LRH-1 inv ag: inverse agonists of human LRH-1 (NR5A2); HEK293T StAR-luciferase reporter, LRH-1 transfected, 24 h; inhibition, % at 3.6 µM; 360,000 compounds, 0.13% hits; AID 602396;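 active means inhibition above the mean inhibition of all tested compounds plus 3 SD, cut at about 73% in these data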;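 further: 0% = DMSO wells and 100% = reporter-only cells lacking LRH-1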
TLR9-MyD88 inh: blocks human TLR9 binding to MyD88 | CHO BLA complementation TLR9-MyD88, CCF4 FRET ratio | 340,000 compounds, 0.21% hits | inhibition, % at 4.98 µM;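 active means inhibition above the mean over all tested compounds plus 3 SD, cut at about 21% in these data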;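 further: 0% = DMSO only wells and 100% = clavulanate BLA inhibitor control wells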
NCOA2 inhibitor: inhibits human steroid receptor coactivator 2; 370,000 compounds, 0.17% hits; HEK293 GAL4-SRC2 luciferase reporter, luminescence; Q15596; AID 651957; inhibition, % at 9 µM;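 active means inhibition above the mean inhibition of all tested compounds plus 3 SD, set per campaign, cut at about 52% in these data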;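 further: 0% = DMSO treated cells and 100% = cells given Gossypol at 36 µM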
* hit, by the source's call; / = no result given. Some of the compounds tested; rates above refer to the full screens.

SMILES	NR2F2 inh	SRC1 inh	NOD2 RIPK2 PPI	MC4R ag barr	EBV LMP1 NFkB	MC4R antagonist	NCOA3 inh	ABHD5 PLIN5 PPI	LRH-1 inv ag	TLR9-MyD88 inh	NCOA2 inhibitor
O=C(Nc1ccccc1C(=O)Nc1ccc2c(c1)OCO2)c1ccco1	11	-17	-11	3.5	-5	2	-8	6	23	5	-17
CC(O)[C@H]1CNC(=O)C(=O)N1CCc1cc(C(F)(F)F)cc(C(F)(F)F)c1 (some centres not stated)	-9	10	-5	-2.0	4	8	15	8	-4	10	-23
C=CCn1c(SCc2cccc(OC)c2)nnc1-c1ccncc1	-10	8	-4	1.1	3	2	-1	5	-6	-2	-23
COc1ccc(CCNC(=O)c2ccc(OCc3c(C)noc3C)cc2)cc1OC	-19	-13	8	4.5	4	9	14	8	12	0	-17
CC1CCCN(C(=O)CCNC(=O)c2ccccc2Cl)C1 (configuration not stated)	5	-6	-10	-2.1	11	4	-16	-5	-1	-1	8
CC1CCCCN1C(=O)CSc1nc(C2CC2)nc2ccccc12 (configuration not stated)	13	12	0	0.1	8	11	9	12	5	7	29
Cc1nn2c([nH]c(=O)c3ccccc32)c1C=O	/	1	-4	-1.7	12	4	7	2	2	0	/
O=C(NCCc1ccccn1)c1cc(-c2cccc3ccccc23)nc2ccccc12	-9	-23	-15	-2.2	-1	6	3	8	-1	-3	-14
O=C(CCc1ccccc1)Nc1cc(Cl)ccc1O	-15	-27	3	3.0	-4	12	-4	-3	-13	3	-1
Cc1ccc(Cn2c(C(CO)Nc3nc(-c4ccc(Cl)c([N+](=O)[O-])c4)cs3)nc3ccccc32)cc1 (configuration not stated)	15	6	-5	-1.3	1	1	-11	-5	-9	9	-1
C[C@@H]1CC(=O)[C@H]2CC(CO)=CCC[C@@H]2[C@@]1(C)CC/C(=C/CO)CO	/	-32	-6	-1.5	-3	9	-4	4	-16	-7	/
COc1ccc2oc(C(=O)OCC(=O)c3ccc4c(c3)OCCO4)c(C)c2c1	1	10	4	1.3	5	-2	18	14	4	0	-7
CCOC(=O)C1=NN(c2ccc([N+](=O)[O-])cc2)CC1C(=O)OC (configuration not stated)	1	3	2	-1.9	1	-2	11	-4	-5	-4	-16
COc1ccc(C(=O)Nc2ccnn2C2CCN(Cc3ccc4nonc4c3)CC2)cc1	7	-35	-10	2.4	-1	13	-9	-1	-23	-22	15
CCn1ccc(C(=O)NC2=NCCS2)n1	-14	-49	-4	-0.6	0	5	-11	-23	-34	4	0
CC(=O)c1cccc(OCC(=O)N2CCCc3ccccc32)c1	-5	6	0	2.8	-5	10	-10	-3	0	2	-19
C=CCn1c(CNC(=O)c2cccs2)n[nH]c1=S	-5	-11	-6	1.0	-5	5	13	-5	15	-5	-1
CN(C)c1ccc(/C=N/N2C(=S)SC(C)(C)C2N(O)C(=O)Nc2ccc([N+](=O)[O-])cc2)cc1 (configuration not stated)	-26	-7	-3	-1.8	-3	-2	23	-2	-18	11	-54
Cc1cc(C)c2nc(Nc3nc(CSc4nc5ccccc5[nH]4)cc(=O)[nH]3)nc(C)c2c1	12	9	-16	1.1	11	-4	10	5	9	2	-14
Brc1[nH]nc2ccccc12	-3	4	-15	1.9	1	8	0	-2	-5	-7	-3
CN(C(=O)CSc1nnc(Nc2ccccc2F)s1)C1CCS(=O)(=O)C1 (configuration not stated)	20	-10	-7	-2.3	1	0	4	-8	0	0	-14
CC(C)(C)c1ccc(C(=O)Nc2ccc(C=C(C#N)C#N)cc2)cc1	-36	-44	6	2.4	-3	21	-40	-13	-115	2	-39
CC(NC(=O)Cc1cccc(C(F)(F)F)c1)c1ccc(F)cc1 (configuration not stated)	10	-27	-2	-2.5	5	3	22	-3	-15	5	-9
Cc1ccc(CNC(=O)COc2ccc(S(=O)(=O)N3CCCC3)cc2)cc1	0	-15	-1	0.8	-5	22	0	-4	-2	-2	3

Not a retest: an excerpt of the list.
SMILES	NR2F2 inh	SRC1 inh	NOD2 RIPK2 PPI	MC4R ag barr	EBV LMP1 NFkB	MC4R antagonist	NCOA3 inh	ABHD5 PLIN5 PPI	LRH-1 inv ag	TLR9-MyD88 inh	NCOA2 inhibitor
O=C(CCc1ccccc1)Nc1cc(Cl)ccc1O	-15	-27	3	3.0	-4	12	-4	-3	-13	3	-1
Cc1ccc(Cn2c(C(CO)Nc3nc(-c4ccc(Cl)c([N+](=O)[O-])c4)cs3)nc3ccccc32)cc1 (configuration not stated)	15	6	-5	-1.3	1	1	-11	-5	-9	9	-1
C[C@@H]1CC(=O)[C@H]2CC(CO)=CCC[C@@H]2[C@@]1(C)CC/C(=C/CO)CO	/	-32	-6	-1.5	-3	9	-4	4	-16	-7	/
COc1ccc2oc(C(=O)OCC(=O)c3ccc4c(c3)OCCO4)c(C)c2c1	1	10	4	1.3	5	-2	18	14	4	0	-7
CCOC(=O)C1=NN(c2ccc([N+](=O)[O-])cc2)CC1C(=O)OC (configuration not stated)	1	3	2	-1.9	1	-2	11	-4	-5	-4	-16
COc1ccc(C(=O)Nc2ccnn2C2CCN(Cc3ccc4nonc4c3)CC2)cc1	7	-35	-10	2.4	-1	13	-9	-1	-23	-22	15
CCn1ccc(C(=O)NC2=NCCS2)n1	-14	-49	-4	-0.6	0	5	-11	-23	-34	4	0
CC(=O)c1cccc(OCC(=O)N2CCCc3ccccc32)c1	-5	6	0	2.8	-5	10	-10	-3	0	2	-19
C=CCn1c(CNC(=O)c2cccs2)n[nH]c1=S	-5	-11	-6	1.0	-5	5	13	-5	15	-5	-1
CN(C)c1ccc(/C=N/N2C(=S)SC(C)(C)C2N(O)C(=O)Nc2ccc([N+](=O)[O-])cc2)cc1 (configuration not stated)	-26	-7	-3	-1.8	-3	-2	23	-2	-18	11	-54
Cc1cc(C)c2nc(Nc3nc(CSc4nc5ccccc5[nH]4)cc(=O)[nH]3)nc(C)c2c1	12	9	-16	1.1	11	-4	10	5	9	2	-14
Brc1[nH]nc2ccccc12	-3	4	-15	1.9	1	8	0	-2	-5	-7	-3
CN(C(=O)CSc1nnc(Nc2ccccc2F)s1)C1CCS(=O)(=O)C1 (configuration not stated)	20	-10	-7	-2.3	1	0	4	-8	0	0	-14

Only LRH-1 inv ag, SRC1 inh and MC4R ag barr (two entries from above):
SMILES | LRH-1 inv ag | SRC1 inh | MC4R ag barr
CC(C)(C)c1ccc(C(=O)Nc2ccc(C=C(C#N)C#N)cc2)cc1 | -115 | -44 | 2.4
CC(NC(=O)Cc1cccc(C(F)(F)F)c1)c1ccc(F)cc1 (configuration not stated) | -15 | -27 | -2.5

From PubChem
